# Pin1 inhibitor = blocks the human prolyl isomerase Pin1; Q13526; Pin1 FP peptide displacement, HiFluor488, 10 min; Potency, µM (highest dose often 115 µM), without a hit: at the highest dose activity, negative = inhibition, most hits filed as inhibitors; 0.009% of 390,000 active; AID 504891; active = well fitted inhibition curve with a large enough effect in the polarisation, with a control signal flat, not every such curve was filed as active; inconclusive = small, poorly fitted or top-dose-only effect, or effect the other way, or a change in a side signal; inactive = no such curve, though single readings can be large or run the other way; the % refers to the polarisation; also: % is scaled to controls: 0 for no effect and ±100 for the full control effect
# Target sequence (Q13526 whole entry, looked up): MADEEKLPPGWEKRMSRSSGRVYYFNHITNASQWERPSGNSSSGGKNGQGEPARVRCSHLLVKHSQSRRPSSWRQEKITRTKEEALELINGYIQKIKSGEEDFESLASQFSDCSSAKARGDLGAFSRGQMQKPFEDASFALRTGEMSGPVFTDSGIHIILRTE
# GLS inhibitor = inhibitors of human glutaminase (GLS); Potency, µM (titrated, usually from 45.5 µM), for the others: at the top dose activity change, negative = inhibition, hits mostly inhibitors; 0.21% of 410,000 active; O94925; GLS enzymatic activity, qHTS titration; AID 624170; also: % is scaled to controls: 0 for no effect and ±100 for the full control effect
#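 Two-point fluorescence kinetic (t0, 30 min RT) for hKGA; glutamate detected via glutamate oxidase–HRP–Amplex Red. Substrate: 1 mM L-glutamine solution; buffer 45 mM KH2PO4, pH 8.2.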
# BLM inh = blocks DNA unwinding by human BLM helicase. 0.2% of 350,000 active. AID 2528. P54132. recombinant BLM DNA unwinding, fluorescence dequenching. Potency, µM (highest dose often 56.1 µM), for the others: at the highest dose activity change, negative = inhibition, usual class: inhibitors;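 also: plate controls were vehicle for no effect and no enzyme for full effect; nearly all actives have a fitted effect of over 35% in size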
# PGK inhibitor = blocks T. brucei phosphoglycerate kinase. PGK/GAPDH coupled, Kinase-Glo luminescence, 60 min. 0.043% of 380,000 active. Potency, µM (doses to about 57.5 µM), without a hit: top-dose activity change, negative = inhibition, usual class: inhibitors; also: % is scaled to controls: 0 for no effect and ±100 for the full control effect; nearly all actives have a fitted effect of over 60% in size
#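 Luminescent ATP detection (Kinase-Glo Plus) follows a 60-minute room-temperature incubation, with wells lacking PGK as controls. Buffer: 100 mM TEA (pH 7.6), 5 mM MgCl2, 0.01% Tween-20. Coupling enzyme GAPDH (100 nM final) supplies unstable 1,3-BPG in-well.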
# Pol iota inh = inhibitors of human DNA polymerase iota; Q9UNA4; Pol iota fluorescent replication assay, 10 min; Potency, µM (series often up to 115 µM), inactives show at the top dose activity, negative = inhibition, hits mostly inhibitors; 1% of 390,000 active; AID 588590
#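 Pol iota at 10 nM preincubated 15 min with compounds at room temperature; reaction started with fluorescent substrate, 50 nM final. Fluorescence read kinetically at 0 and 10 min; buffer-only wells as negative control.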
# JMJD2A Tudor = inhibitors of human JMJD2A Tudor domain. O75164. AlphaScreen JMJD2A-Tudor / H3K4me3 peptide binding. Potency, µM (highest dose often 114 µM), for inactives: at the top dose activity change, negative = inhibition, actives largely listed as inhibitors. 4.4% of 390,000 active; also: % is scaled to controls: 0 for no effect and ±100 for the full control effect; nearly all actives have a fitted effect of over 50% in size
# BAZ2B inh = blocks human BAZ2B; Q9UIF8; AlphaScreen BAZ2B-H3K14Ac peptide displacement; Potency, µM (titrated, usually from 114 µM), without a hit: at the highest dose activity change, negative = inhibition, most hits filed as inhibitors; 4.4% of 360,000 active; AID 504333; also: % is scaled to controls: 0 for no effect and ±100 for the full control effect; nearly all actives have a fitted effect of over 60% in size
#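 In this displacement format the biotinylated H3(5-23) peptide acetylated at Lys14 serves as ligand at 50 nM, with BAZ2B at 50 nM in PBS pH 7.4 containing 0.01% Tween-20. Donor and acceptor beads are 10 ug/mL final.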
# HP1b chromo inh = blocks HP1-beta chromodomain binding to methylated histone tails; AlphaScreen HP1-beta / biotin-H3K9me3 peptide binding; Potency, µM (highest dose often 114 µM), for inactives: at the highest dose activity change, negative = inhibition, hits mostly inhibitors; 0.56% of 390,000 active; AID 540317; also: nearly all actives have a fitted effect of over 70% in size; inactives centre near 23
# Target sequence (P83916 whole entry, looked up): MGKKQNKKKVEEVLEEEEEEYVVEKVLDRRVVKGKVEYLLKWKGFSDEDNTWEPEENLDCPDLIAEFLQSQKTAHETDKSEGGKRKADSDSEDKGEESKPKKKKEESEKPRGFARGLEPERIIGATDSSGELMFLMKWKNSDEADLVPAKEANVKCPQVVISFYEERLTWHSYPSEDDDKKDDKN
#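 HP1-beta protein (50 nM final) preincubated 30 min at room temperature with biotinylated H3(1-18)K9me3 peptide (50 nM) in PBS pH 7.4, 0.01% Tween-20, then compound added for 30 min. AlphaScreen streptavidin donor/nickel chelate acceptor beads (10 ug/mL final), 30 min dark, luminescence read.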
# G9a inh = inhibitors of human histone lysine methyltransferase G9a; Q96KQ7; G9a H3K9 monomethylation, AlphaScreen, 2 h; Potency, µM (top dose mostly 102 µM), inactives show top-dose activity, negative = inhibition, most hits filed as inhibitors; 8.8% of 350,000 active; AID 504332; also: % is scaled to controls: 0 for no effect and ±100 for the full control effect; nearly all actives have a fitted effect of over 75% in size
# Target sequence (Q96KQ7 913-1193 limits assumed): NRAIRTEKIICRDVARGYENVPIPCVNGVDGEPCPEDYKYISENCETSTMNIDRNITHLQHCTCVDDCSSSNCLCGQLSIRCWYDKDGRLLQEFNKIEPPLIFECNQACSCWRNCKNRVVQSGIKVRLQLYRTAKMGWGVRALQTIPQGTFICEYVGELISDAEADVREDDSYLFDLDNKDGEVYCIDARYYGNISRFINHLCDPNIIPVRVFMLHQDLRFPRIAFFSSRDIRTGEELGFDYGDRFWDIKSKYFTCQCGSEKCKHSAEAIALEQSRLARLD
#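 Quantitative HTS format: methyltransferase activity on a biotin-tagged H3K9 peptide is measured by AlphaScreen, using a rabbit anti-monomethyl-H3K9 antibody with streptavidin donor and anti-IgG acceptor beads. Final levels are 20 nM enzyme, 500 nM peptide, 20 uM SAM; 2 h RT.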
# Numbers without * were called inactive; i = inactive; ? = inconclusive; . = no result given; [ ] = remark or other dose. Unless noted, calls follow the shape of the dose curve; as a rule, active = well fitted curve in the direction sought with a large enough effect; inconclusive = small, poorly fitted or top-dose-only effect, or another doubt; inactive = no such curve, though single readings can be large; an effect the other way counts as inactive or inconclusive. Potency is read from the fitted curve at half-maximal effect. An excerpt; rates above refer to the full screens.
entry	structure	Pin1 inhibitor	GLS inhibitor	BLM inh	PGK inhibitor	Pol iota inh
1	O=C(CSc1ccc(Cl)cc1)NNC(=O)c1cccnc1	-2%	0%	-1%	-2%	70%[activator]
2	COc1ccc(C(=S)N(C)C)cc1OC	3%	2%	0%	-2%	7%
3	O=C(Nc1ccc(NC(=O)c2cccs2)cc1)c1ccc2c(c1)OCCO2	23%	-2%	-4%	-8%	7%
4	O=C(NNC(=O)c1cccnc1Cl)c1ccc(F)cc1	-3%	15%	-1%	-2%	31%[activator]
5	Cc1ccc(SCCNS(=O)(=O)c2ccc(F)cc2)cc1	0%	-1%	-12%	-8%	5%
6	c1cc(C(c2nnnn2C2CCCCC2)N2CCN3CCCC3C2)ccn1 (centres undefined)	?	11%	4%	.	9%
7	CCC(=O)Nc1sc(C(=O)Nc2ccccc2F)c(C)c1C(=O)OC	-2%	6%	-7%	-7%	14%
8	CCC1CN(S(=O)(=O)c2cc(-c3cc(C)no3)ccc2C)c2cc(Cl)ccc2O1 (centres undefined)	22%	-7%	-5%	-1%	-4%
9	Cc1nc2scc(C)n2c(=O)c1S(=O)(=O)N1CCN(c2ccccn2)CC1	3%	6%	-2%	-8%	82%[activator]
10	Cc1ccc(/C=N/NS(=O)(=O)c2ccccc2)o1	-5%	6%	4%	-1%	17%
11	Cc1cc(NCc2ccccn2)n2ncc(-c3ccc(Cl)cc3)c2n1	?	4%	-9%	5%	9%
12	Nc1nc(SCC(=O)Nc2ccc([N+](=O)[O-])cc2Br)n[nH]1	-2%	-1%	1%	-8%	17%
13	CC1=C(c2ccc(C)c(C)c2)S(=O)(=O)N=C1N1CCC(C(=O)NCCc2ccco2)CC1	0%	6%	-2%	.	23%
14	Nc1ccccc1C#Cc1cnccn1	3%	-1%	.	1%	-7%
15	CCOc1ccc(NC(=O)CN(C)C(=O)CC2CCCC2)cc1OCC	-5%	-1%	.	i	-24%

entry	JMJD2A Tudor	BAZ2B inh	HP1b chromo inh	G9a inh
1	-25%	-6%	14%	0%
2	-14%	-16%	?	?
3	-6%	-21%	22%	7%
4	-5%	1%	59%[activator]	.
5	22%	72%[activator]	68%[activator]	10%
6	-4%	12%	21%	13%[59 µM]
7	1%	-6%	32%	.
8	3%	4%	48%[activator]	7%[59 µM]
9	-13%	19%	-7%	19%
10	-7%	-1%	-5%	10%
11	28%	50%[activator]	124%[activator]	53%[activator]
12	4%	5%	18%	17%[59 µM]
13	-24%	-17%	?	8%[59 µM]
14	-7%	.	26%	.
15	-3%	10%	18%	14%[59 µM]

# Later entries:
entry	structure	Pin1 inhibitor	GLS inhibitor	BLM inh	PGK inhibitor	Pol iota inh
16	CC(C)(C)C(=O)NC(=S)Nc1ccccc1F	2%	16%	2%	-9%	5%
17	O=C(CSc1nnc(Cn2nnc(-c3ccccc3)n2)n1-c1ccccc1)Nc1ccccc1	-2%	-30%	-2%	-4%	5%
18	COc1cccc(NC(=S)N(CCc2nc3cc(C)c(C)cc3[nH]2)Cc2cccnc2)c1	-1%	0%	-3%	-6%	-18%
19	COc1cccc(C(=O)NC2CCCC2)c1	0%	0%	-5%	8%	33%[activator]
20	COCCn1c(SCC(=O)NCC2CCCO2)nc2c(c1=O)SCC2 (centres undefined)	-7%	-1%	-3%	i	3%
21	Cc1ccc(CNC(=O)C2(S(=O)(=O)c3ccccc3)CC=CC2)cc1	1%	1%	-1%	-2%	13%
22	Cc1nnc2ccc(N3CCN(c4ccccn4)CC3)nn12	2%	-7%	1%	-4%	8%
23	Cc1ccc(-n2c(SCC(=O)N3CCc4ccccc43)nc3c([nH]c4ccccc43)c2=O)cc1	2%	-6%	-2%	-12%	5%
24	CC(C)C(=O)NC(c1ccc(Cl)cc1Cl)c1ccc2cccnc2c1O (centres undefined)	0%	2%	-3%	9%	1%
25	CCOc1ccc2nc3c(cc2c1)CN(CCOC)C(=NC)S3	6%	7%	5%	-4%	8%
26	Nc1nonc1-n1nnc(C(=O)N/N=C/c2ccoc2)c1CSc1ccc(Cl)cc1	11%	-7%	-12%	-1%	-8%
27	COc1ccc2nc(NC(=O)CCN3C(=S)NC(C)(C)CC3C)sc2c1 (centres undefined)	-1%	8%	-1%	1%	?
28	CC1(O)c2ccccc2C(=O)N1CCc1ccccc1F (centres undefined)	7%	-5%	-9%	-10%	42%[activator]
29	O=C1/C(=C/c2ccncc2)SC(=S)N1Nc1ccccc1	9%	8.9µM*	-2%	13%	?
30	Cc1cccc(N/C=C/C(=O)c2ccc(Cl)cc2)c1	3%	-3%	-4%	-10%	-23%

entry	JMJD2A Tudor	BAZ2B inh	HP1b chromo inh	G9a inh
16	-4%	0%	18%	?
17	-25%	.	10%	9%[59 µM]
18	-15%	-2%	24%	-1%[0.0925 µM]
19	3%	-11%	25%	8%
20	89µM*	-19%	27%	25%
21	-10%	-1%	50%[activator]	-3%
22	-14%	-5%	19%	-7%
23	-19%	4%	22%[57 µM]	19%[59 µM]
24	-14%	?	34%	44%[0.501 µM]
25	-6%	7%	42%[activator]	-28%[59 µM]
26	-34%	?	0%[57 µM]	.
27	-3%	-17%	26%	-5%
28	11%	-22%	77%[activator]	-3%[59 µM]
29	?	?	?	32µM*
30	7%	5%	37%	9%

# Continued.
entry	structure	Pin1 inhibitor	GLS inhibitor	BLM inh	PGK inhibitor	Pol iota inh
31	Cc1cccc(C)c1NC(=O)CSc1nnc(CCCCCNC(=O)OC(C)(C)C)o1	1%	-3%	-3%	-4%	1%
32	Cc1ccc(-c2cnn(-c3cccc([N+](=O)[O-])c3)c2N)cc1	1%	-8%	-4%	-1%	-17%
33	CCOc1cc(/C=N\NC(=O)Cn2nnc3ccccc32)ccc1O	1%	?	-1%	-5%	53%[activator]
34	Cc1c(O)ccc2c(CN(C)Cc3ccccc3)cc(=O)oc12	-12%	0%	-3%	-1%	5%
35	CSCCC(NS(=O)(=O)c1ccc(F)cc1)C(=O)NCc1ccc(S(N)(=O)=O)cc1 (centres undefined)	-3%	3%	-3%	-6%	16%
36	O=C(OCCN=C1NS(=O)(=O)c2ccccc21)C1CC(=O)N(c2ccc(Cl)cc2)C1 (centres undefined)	6%	13%	1%	7%	-2%
37	COc1ccc2c(c1)nc(SCC(=O)c1ccc(Br)s1)n2C	-6%	3%	-3%	5%	1%
38	CCCCCCCCNC(=O)c1cnccn1	-11%	6%	1%	i	13%
39	CC(C)c1ccc(NC2CCCN(C(=O)c3cccs3)C2)cc1 (centres undefined)	-3%	-1%	-7%	-1%	-1%
40	O=C(c1cnccn1)N1CCN(S(=O)(=O)c2ccc3ccccc3c2)CC1	14%	-7%	-3%	-9%	-2%
41	COc1ccc(C(=O)N2CCC(C(=O)O)CC2)c2ccccc12	-10%	-9%	-3%	1%	-2%
42	Cc1cc(C(=O)Cn2nc(C(=O)O)c3ccccc3c2=O)c(C)n1-c1ccc(OC(F)F)cc1	26%	-8%	-9%	-5%	27%
43	CN1CCN(CCCN(Cc2cccs2)C(=S)Nc2ccc(Cl)cc2)CC1	6%	-2%	-3%	i	90%[activator]
44	CS(=O)(=O)N1Cc2ccccc2CC1C(=O)OCC(=O)NCCc1ccc(S(N)(=O)=O)cc1 (centres undefined)	-7%	2%	.	-6%	29%
45	CCn1c(COc2cccc3ccccc23)nnc1SCC(=O)OC1CCCCC1	?	-2%	-9%	.	-9%
46	CNS(=O)(=O)c1cn(CC(=O)Nc2ccc(OC)cc2OC)cc1S(=O)(=O)NC	3%	-1%	0%	-7%	20%
47	O=C(Nc1nc(-c2ccc(Cl)cc2)cs1)NC1CCCCC1	-5%	4%	-5%	-4%	2%

entry	JMJD2A Tudor	BAZ2B inh	HP1b chromo inh	G9a inh
31	-3%	-5%	14%	-2%
32	-15%	-5%	20%	-37%[0.0925 µM]
33	-7%	-22%	19%	0%
34	-18%	-14%	19%	-33%
35	12%	-14%	32%	26%[12.7 µM]
36	-6%	10%	12%	?
37	56µM*	?	-11%	40µM*
38	-5%	0%	22%	6%
39	-32%	?	-9%	50µM*
40	-9%	10%	47%[activator]	-3%[59 µM]
41	-11%	-1%	13%	?
42	-18%	?	16%	-28%
43	-31%	-20%	12%	-39%
44	-8%	.	13%	.
45	-13%	-6%	27%	-21%[2.33 µM]
46	-4%	-13%	30%	0%[59 µM]
47	-4%	12%	32%	25%[59 µM]

# Among those listed so far, 7 have an aryl methoxy group:
entry	structure	Pin1 inhibitor	GLS inhibitor	BLM inh	PGK inhibitor	Pol iota inh
2	COc1ccc(C(=S)N(C)C)cc1OC	3%	2%	0%	-2%	7%
18	COc1cccc(NC(=S)N(CCc2nc3cc(C)c(C)cc3[nH]2)Cc2cccnc2)c1	-1%	0%	-3%	-6%	-18%
19	COc1cccc(C(=O)NC2CCCC2)c1	0%	0%	-5%	8%	33%[activator]
27	COc1ccc2nc(NC(=O)CCN3C(=S)NC(C)(C)CC3C)sc2c1 (centres undefined)	-1%	8%	-1%	1%	?
37	COc1ccc2c(c1)nc(SCC(=O)c1ccc(Br)s1)n2C	-6%	3%	-3%	5%	1%
41	COc1ccc(C(=O)N2CCC(C(=O)O)CC2)c2ccccc12	-10%	-9%	-3%	1%	-2%
46	CNS(=O)(=O)c1cn(CC(=O)Nc2ccc(OC)cc2OC)cc1S(=O)(=O)NC	3%	-1%	0%	-7%	20%

entry	JMJD2A Tudor	BAZ2B inh	HP1b chromo inh	G9a inh
2	-14%	-16%	?	?
18	-15%	-2%	24%	-1%[0.0925 µM]
19	3%	-11%	25%	8%
27	-3%	-17%	26%	-5%
37	56µM*	?	-11%	40µM*
41	-11%	-1%	13%	?
46	-4%	-13%	30%	0%[59 µM]
